# hcDAF12 agonist = H. contortus DAF-12 nuclear receptor activators, primary screen, cell-based, luminescence, HEK293, lit1-tk-luc reporter; HEK293 hcDAF-12 lit1-tk-luc reporter; 0% DMSO, 100% Δ7-dafachronic acid; activation, % at 6.8 µM; 370,000 compounds, 1.4% hits;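 active = activation above the mean of all tested compounds plus 3 SD, cut at about 5.5% in these data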;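 also: 100% = response to 3 µM Δ7-dafachronic acid high control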
# hgDAF12 agonist = H. glycines DAF-12 receptor agonists, primary screen, cell-based, luminescence, HEK293, GAL4 fusion, UAS-luciferase | Nuclear hormone receptor DAF-12 (Heterodera glycines), GAL4 fusion | HEK293 GAL4-hgDAF12 UAS-luciferase reporter, agonist luminescence; normalized to butyrate control | activation, % at 6.8 µM | 370,000 compounds, 1.8% hits | AID 687014, 2013;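 active = activation above a cutoff set at the mean of all screened compounds plus 3 SD, cut at about 10% in these data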;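 also: 0% = DMSO wells and 100% = sodium butyrate wells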
# GC-A act = GC-A stimulated cGMP production enhancers – HEK293 GC-A cells, cGMP TR-FRET, EC30 ANP, primary screen; 0% at EC30 ANP, 100% saturating ANP; AID 1671463, 2021; Atrial natriuretic peptide receptor 1 (Homo sapiens), P16066; 370,000 compounds, 0.14% hits; activation, % at 10 µM; in the data active = activation above about 40%
# DAX1 inh-1 = DAX1 (NR0B1) inhibitors, primary screen, cell-based, HEK293, Gal4-DAX1, luciferase luminescence. 340,000 compounds, 0.99% hits. Nuclear receptor subfamily 0 group B member 1 (Homo sapiens), P51843. inhibition, % at 6.75 µM. HEK293 Gal4-DAX1 luciferase reporter. AID 504766, 2011;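 active = inhibition above the mean over all tested compounds plus 3 SD, cut at about 4.2% in these data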;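 also: 0% = DAX1-transfected cells with DMSO and 100% = empty-vector control cells with DMSO; inhibition shows as a rise in luminescence from relieved DAX1 repression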
# Target sequence (P51843 207-470 limits assumed): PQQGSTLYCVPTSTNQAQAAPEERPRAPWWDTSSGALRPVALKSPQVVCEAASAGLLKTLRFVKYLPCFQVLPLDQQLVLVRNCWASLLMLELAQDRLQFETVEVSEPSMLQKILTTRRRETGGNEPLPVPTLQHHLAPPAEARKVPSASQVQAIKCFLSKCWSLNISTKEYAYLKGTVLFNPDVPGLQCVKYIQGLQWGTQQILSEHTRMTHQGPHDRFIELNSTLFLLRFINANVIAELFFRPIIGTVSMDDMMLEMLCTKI
# PG9 binder = binders of HIV-1 gp120 antibody PG9, primary screen, biochemical, TR-FRET | HIV-1 gp120 / PG9 antibody interaction | TR-FRET gp120-PG9 antibody binding | inhibition, % at 6.7 µM | 360,000 compounds, 0.43% hits | AID 624416, 2012; in the data active = inhibition above about 8.5%
# ADAM10 inh = human ADAM10 inhibitors, primary screen, biochemical, QFRET, HTS | Disintegrin and metalloproteinase domain-containing protein 10 (Homo sapiens), O14672 | recombinant ADAM10, EDANS/DABCYL FRET peptide cleavage, 3 h | inhibition, % at 7 µM | 370,000 compounds, 0.62% hits | AID 720582, 2013;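 active = inhibition above a per-campaign cutoff equal to the mean of compounds falling between control-based bounds plus 3 SD, cut at about 20% in these data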;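 also: 0% = DMSO wells while the 100% control is not disclosed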
# Target sequence (O14672 214-748 limits assumed): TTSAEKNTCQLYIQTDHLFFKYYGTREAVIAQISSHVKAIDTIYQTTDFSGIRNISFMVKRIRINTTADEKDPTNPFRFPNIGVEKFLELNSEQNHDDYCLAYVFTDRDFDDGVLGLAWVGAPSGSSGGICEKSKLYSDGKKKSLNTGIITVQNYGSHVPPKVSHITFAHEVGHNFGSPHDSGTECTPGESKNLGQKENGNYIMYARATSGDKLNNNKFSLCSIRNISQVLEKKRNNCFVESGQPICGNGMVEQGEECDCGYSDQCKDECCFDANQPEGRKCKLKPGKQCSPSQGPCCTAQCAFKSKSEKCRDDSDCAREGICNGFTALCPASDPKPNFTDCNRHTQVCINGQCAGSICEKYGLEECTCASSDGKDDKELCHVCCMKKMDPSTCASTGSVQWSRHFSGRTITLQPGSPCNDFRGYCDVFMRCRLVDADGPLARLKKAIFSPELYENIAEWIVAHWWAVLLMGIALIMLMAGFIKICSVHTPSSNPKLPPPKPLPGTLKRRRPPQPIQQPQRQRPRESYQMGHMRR
# SMARCA2 act = SMARCA2 (BRM) function activators, primary screen, cell-based, luminescence, high throughput; MG213 cells, MMTV-luciferase reporter, dexamethasone, overnight; activation, % at 9.1 µM; 370,000 compounds, 1% hits; AID 652017, 2013; in the data active = activation above about 7.8%;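 also: 0% = vehicle wells and 100% = reference activator wells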
# ADAM17 inh = ADAM17 inhibitors, primary screen, biochemical, QFRET | inhibition, % at 6.95 µM | Disintegrin and metalloproteinase domain-containing protein 17 (Homo sapiens), P78536 | 370,000 compounds, 0.83% hits | AID 720648, 2013 | recombinant ADAM17, EDANS/DABCYL FRET peptide cleavage;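 active = inhibition above the mean of compounds lying between control limits plus 3 SD, set per campaign, cut at about 8.5% in these data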;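 also: 0% = DMSO-only wells as the low control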
# FXN GAA850 act = FXN promoter activators, primary screen, cell-based, luciferase luminescence, HEK293 lucGAA850; 360,000 compounds, 0.56% hits; HEK293 lucGAA850 FXN promoter luciferase reporter, 24 h; percent of 10 µM SAHA response; AID 540364, 2011; activation, % at 6 µM;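 active = activation above the average of all compounds screened plus 3 SD, cutoff fixed separately per campaign, cut at about 7.5% in these data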;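 also: 0% = DMSO wells and 100% = 10 µM SAHA wells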
# ssDAF-12 act = S. stercoralis DAF-12 nuclear receptor activators, primary screen, cell-based, luminescence, HEK293, GRIP1 co-expression, lit1-tk-luc; HEK293 ssDAF-12/GRIP1 lit1-tk-luc reporter; % of 3 µM dafachronic acid response; activation, % at 6.8 µM; 370,000 compounds, 1% hits; Nuclear hormone receptor DAF-12 (Strongyloides stercoralis);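 active = activation above the mean over all tested compounds plus 3 SD, cut at about 0.9% in these data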;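 also: 0% = DMSO-only wells and 100% = 3 µM delta7-dafachronic acid wells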
# DAX1 inh-2 = DAX1 (NR0B1) inhibitors on StAR promoter, primary screen, cell-based, luminescence, SF-1 (NR5A1), full-length DAX-1. 370,000 compounds, 1.1% hits. inhibition, % at 6.8 µM. AID 652010, 2013. HEK293T StAR-luciferase reporter, SF-1/DAX-1 repression relief;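 active = inhibition above the mean over all tested compounds plus 3 SD, cut at about 3.6% in these data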;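 also: 0% = DAX-1 cells with DMSO and 100% = cells lacking DAX-1 with DMSO; higher inhibition means more luminescence from relief of DAX-1 repression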
# Numbers without * were called inactive; x = not tested or not shown.
SMILES	hcDAF12 agonist	hgDAF12 agonist	GC-A act	DAX1 inh-1	PG9 binder	ADAM10 inh	SMARCA2 act	ADAM17 inh	FXN GAA850 act	ssDAF-12 act	DAX1 inh-2
CC(C)CCN(C(=O)CNC(=O)c1ccco1)C(C(=O)NC1CCCCC1)c1ccco1 (configuration not stated)	-1.4	-2.2	-4	-0.3	0.0	0	-2	-1	-0.4	-1.1	-0.2
COc1ccccc1-c1nnc(SCC(=O)N2CCC(C)CC2)o1	1.8	0.2	0	3.8	-2.0	8	2	0	0.7	0.1	0.4
CCOC(=O)c1cnc2c(C#N)c(C)nn2c1-c1ccccc1	-0.2	-1.7	0	0.7	1.4	-43	-5	-11	-0.8	-1.1	-1.4
COc1ccc(C(C(=O)NCc2ccccc2)n2c(=O)c(-c3ccco3)nc3ccccc32)cc1 (configuration not stated)	2.3	0.3	-3	x	-1.8	-92	-1	-30	x	0.4	0.5
Cc1[nH]c2ccccc2c1CN1CCC(Cc2ccccc2)CC1	1.5	-5.5	-21	-0.1	0.2	2	1	-2	0.4	-0.5	-2.6
CCOc1cc(/C=N/Nc2cc(C)nc(-n3nc(C)cc3C)n2)ccc1O	-2.9	-0.8	-2	-6.0	-0.6	1	-4	-3	-7.7	-1.2	-1.1
COc1cccc(NC(=O)NCc2ccccc2F)c1	1.9	2.6	2	1.7	-0.4	0	6	0	0.9	-0.3	-0.1
Cn1c(N)c(C(=O)COC(=O)c2ncc(Cl)c(Cl)c2Cl)c(=O)n(C)c1=O	-1.8	5.4	3	0.6	-0.2	1	0	-6	2.7	-0.9	-0.6
O=C(Cn1ncc2c(=O)oc3ccccc3c21)NCCCN1CCCC1=O	1.3	-0.2	2	0.7	-0.7	-6	-1	-1	-0.2	-1.3	1.1
O=C(CSCc1ccc(Br)cc1)NC1CC1	-1.3	-1.6	1	-0.2	-0.8	-2	-1	-1	-0.4	-0.7	-0.4
O=C(c1ccco1)N1CCN(S(=O)(=O)c2cccc(Cl)c2)CC1	-2.8	-0.4	-5	-0.4	0.0	8	-1	2	3.4	-0.5	-0.3
O=c1c2ccccc2nc(-c2ccccc2)n1Cc1ccco1	-1.2	0.0	-8	0.6	0.6	-1	1	3	2.3	-1.3	-1.2
CCC(C)[C@H]1COCCS(=O)(=O)N1Cc1ccc(Br)cc1 (some centres not stated)	-2.6	-0.1	-12	0.9	2.0	1	-2	-2	-0.2	-0.9	-0.2
Cc1ccc2c(c1)[nH]c1c(N3CCN(Cc4ccccc4)CC3)ncnc12	-5.4	-11	4	-3.6	0.7	-65	-6	-23	-0.9	-3.2	-3.5
COc1cccc(CN2CCNC(=O)C2CC(=O)NCCc2cccc(C)n2)c1OC (configuration not stated)	1.2	-1.3	0	0.2	-2.3	5	2	-1	1.7	-1.8	0.1
CN(C)S(=O)(=O)c1ccc(Cl)c(NC(=O)CN2C(=O)NC(C)(C3CC3)C2=O)c1 (configuration not stated)	0.0	-2.1	-1	2.0	-0.5	-3	-2	-2	0.0	-1.3	0.4
C[N+](C)(CCOc1ccccc1)Cc1ccccc1 (tested in a mixture with another compound)	1.2	1.0	6	0.1	-0.8	-20	-1	-6	-0.7	-0.8	1.5
CC(C)N(CCCNC(=O)c1nn(C)c2c1CS(=O)(=O)c1ccccc1-2)Cc1ccccc1	-1.3	0.1	0	0.2	-1.6	-1	2	-1	-1.1	-1.0	-0.2
CC(C)(C)c1ccccc1NC(=O)Nc1nc(C(N)c2ccccc2Cl)cs1 (configuration not stated)	-0.4	5.7	0	x	0.3	-6	-6	3	-0.5	-0.8	1.1
NC(=O)C1=C(N)c2ccccc2C1c1ccccc1 (configuration not stated)	0.3	0.6	0	1.7	-0.5	-25	-2	-3	-1.4	-0.4	1.1

# Following part:
SMILES	hcDAF12 agonist	hgDAF12 agonist	GC-A act	DAX1 inh-1	PG9 binder	ADAM10 inh	SMARCA2 act	ADAM17 inh	FXN GAA850 act	ssDAF-12 act	DAX1 inh-2
C/C(=N\NC(=S)NC(C)C)c1ccc(C(C)(C)C)cc1	-0.9	2.4	-3	-0.7	-0.1	3	1	0	3.0	-1.3	-0.2
CC(c1ccccc1)N(C)CC(=O)NC(=O)NCCC1=CCCCC1 (configuration not stated)	-0.3	-1.3	-1	-0.7	-0.3	-1	0	-1	1.5	-1.3	-0.8
C/C(=N/NC(=O)C1COc2ccccc2O1)c1ccc(Br)s1 (configuration not stated)	-0.1	0.4	-5	1.6	-2.0	2	3	2	0.0	-1.5	-0.5
O=C(CCn1nc(-c2ccc(Cl)cc2)ccc1=O)NCCCN1CCCCCC1	1.7	-0.7	-1	-0.7	0.4	-8	-2	-6	-0.8	-0.7	-0.2
Cc1cc(NC(=O)c2ccco2)sc1C	5.7*	7.3	1	0.5	-1.6	-8	9.1*	0	3.0	0.7	4.5*
CN(C)C(=O)CSc1nc(SCC(=O)N(C)C)n(-c2ccccc2)n1	-1.0	1.0	-1	1.3	-0.6	-6	0	1	0.1	-0.6	-0.7
COc1ccc(Cn2nnnc2C(c2ccc3ncccc3c2)N2CCN(C3CCCCC3)CC2)cc1 (configuration not stated)	-2.0	-0.7	6	0.0	-1.2	-10	-4	-1	0.9	-0.8	0.9
COc1ccc(CCNS(=O)(=O)c2ccc(-n3cnnn3)cc2)cc1OC	-1.9	-2.9	5	-0.3	-1.3	13	-1	0	-0.1	-1.1	-0.4
CC1=C(C(=O)Nc2ccccc2)C(c2ccncc2)C(C#N)=C(SCC(=O)NC2CC2)N1 (configuration not stated)	-2.0	1.1	-2	-0.3	0.7	-3	-2	-4	-0.7	-1.3	-0.2
Cc1ccc(C(=O)c2ccc(N3CCN(C)CC3)c([N+](=O)[O-])c2)cc1	-3.7	-2.5	0	-0.4	-1.0	-1	1	0	0.6	-1.5	-0.9
CCOC(=O)c1cnc(Cc2ccccc2)[nH]c1=O	-0.6	0.8	-4	1.6	-0.4	-8	1	-2	-0.1	0.1	0.3
COc1cc(CCC(=O)OCC(=O)Nc2nc(C)c(Cl)cc2Cl)cc(OC)c1OC	-1.6	-2.6	3	-0.8	-3.3	3	-1	-1	-0.9	-1.1	0.7
CCOc1ccc(CN(C)C(=O)CCN2C(=O)c3ccccc3C2=O)cc1OC	0.5	-1.0	0	-0.3	1.8	4	-4	-3	0.2	-1.5	0.5
COc1ccc(N(CC(O)Cn2c(C)nc3ccccc32)S(=O)(=O)c2ccc(C)cc2)cc1 (configuration not stated)	0.6	-1.9	-6	-0.2	0.6	0	-4	2	-2.5	-1.6	-0.8
O=C(NCCC1=CCCCC1)C(=O)NCC(c1ccco1)N1CCN(c2ccc(F)cc2)CC1 (configuration not stated)	0.1	1.7	-3	0.3	-3.1	7	2	-2	-3.4	-0.3	-0.1
Cc1ccc(C)n1CCN1CCN(C(=O)CSc2nc3ccccc3nc2N2CCOCC2)CC1	0.0	2.2	-1	0.9	-1.5	8	0	-1	3.1	-1.1	0.1
O=C1CCC(=O)c2oc3ccccc3c2N1	-1.4	0.8	0	-0.8	0.3	-15	-2	-10	-0.1	-1.0	-0.2
CCCCC(=O)Nc1ccc(NC(=O)c2ccc([N+](=O)[O-])cc2Cl)cc1OC	-1.2	0.1	2	0.6	0.5	-6	0	-3	1.9	-1.2	-0.7
c1ccc2[nH]c(-c3cnco3)cc2c1	6.7*	0.8	1	0.7	-0.2	-15	0	-10	0.7	0.8	-0.5
O=C(CC1NCCNC1=O)OCCCc1ccccc1 (configuration not stated)	-0.5	6.9	1	3.1	1.0	-3	-2	1	-0.2	-1.0	-0.2

# Further entries follow:
SMILES	hcDAF12 agonist	hgDAF12 agonist	GC-A act	DAX1 inh-1	PG9 binder	ADAM10 inh	SMARCA2 act	ADAM17 inh	FXN GAA850 act	ssDAF-12 act	DAX1 inh-2
C=CCNC(=O)c1onc(CSc2ccc(F)cc2)c1C(=O)NCCOC	-1.5	2.1	-1	0.4	-1.6	-6	1	-2	1.6	-1.5	-0.5
CN(C)S(=O)(=O)c1ccc(C(=O)OCC(=O)NCc2ccccc2)cc1	0.8	-2.5	-3	-1.6	-0.3	-5	-2	-7	-0.7	-1.3	-0.6
O=C(NCc1ccc(F)cc1F)[C@@H]1CCCN1C(=O)[C@@H]1CCCN1C(=O)c1cccs1	-0.7	-2.2	4	x	-1.3	-2	-4	-2	x	-1.5	-0.4
Cc1cccc(NC(=O)CNC(=O)CCc2nc3sc4c(c3c(=O)[nH]2)CCCC4)c1C	0.7	0.9	2	0.4	22*	-5	2	-10	1.4	-0.7	0.6
CCc1ccc(/C=C2/SC(=S)N(CCC(=O)Nc3cccnc3)C2=O)cc1	-0.1	-1.7	-7	0.6	-1.1	0	0	-4	0.4	-1.1	2.1
COc1ccc([C@@H]2CC=C(C(=O)O)[C@H](c3ccc(C(C)(C)C)cc3)N2S(=O)(=O)c2ccc(C)cc2)cc1OC	-1.1	-2.3	0	-1.5	1.5	1	-1	1	0.9	-1.1	-1.4
CCN(CC(=O)Nc1c(F)cccc1F)C(=O)c1ccc(S(=O)(=O)N2CCC(C)CC2)cc1	-1.0	-2.7	1	1.4	-3.4	12	-4	10*	0.1	-0.7	-0.2
CCN(CC)c1ccc(NC(=O)C2CCC(CNc3c(N4CCCC4)c(=O)c3=O)CC2)c(C)c1 (configuration not stated)	-0.8	2.3	-3	4.1	-3.9	1	0	-2	0.1	-0.2	-0.3
CCCN(CC1CC1)C(=O)c1oc(=O)c2ccccc2c1-c1ccc(C)cc1	-2.6	-2.1	-15	x	x	0	-6	-6	x	-1.6	-1.0
O=C(NN1C(=O)c2ccccc2NC1c1ccco1)c1ccccc1 (configuration not stated)	-1.1	4.1	1	0.2	0.0	-114	-1	-46	-2.7	-1.2	-0.2
COC(=O)C1=C(C)NC(C)=C(C(=O)OCC2CCCO2)C1c1cccc(Br)c1 (configuration not stated)	-0.4	-3.1	-21	0.2	-0.8	-80	0	-24	1.0	-0.9	-0.3
COc1ccc(CCN(C)C(=O)c2ccc(S(=O)(=O)Nc3ccccc3F)cc2)cc1OC	-2.7	-3.3	-2	0.9	-0.1	-2	-1	-4	2.0	-1.6	-0.1

# Screening results deposited in PubChem BioAssay by several laboratories.
